# mcGAS RapidFire: mouse cGAS inhibition by mass spec; recombinant mouse cGAS, cGAMP by RapidFire MS; inhibition, % at 12.5 µM; 0.18% of 130,000 active;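 active = inhibition of cGAS enzyme activity at or above 60%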;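 also: enzyme stimulated by 45 bp dsDNA with ATP and GTP substrates; cGAMP share of summed cGAMP plus half ATP and half GTP signals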
# Target sequence (Q8C6L5 whole entry, looked up): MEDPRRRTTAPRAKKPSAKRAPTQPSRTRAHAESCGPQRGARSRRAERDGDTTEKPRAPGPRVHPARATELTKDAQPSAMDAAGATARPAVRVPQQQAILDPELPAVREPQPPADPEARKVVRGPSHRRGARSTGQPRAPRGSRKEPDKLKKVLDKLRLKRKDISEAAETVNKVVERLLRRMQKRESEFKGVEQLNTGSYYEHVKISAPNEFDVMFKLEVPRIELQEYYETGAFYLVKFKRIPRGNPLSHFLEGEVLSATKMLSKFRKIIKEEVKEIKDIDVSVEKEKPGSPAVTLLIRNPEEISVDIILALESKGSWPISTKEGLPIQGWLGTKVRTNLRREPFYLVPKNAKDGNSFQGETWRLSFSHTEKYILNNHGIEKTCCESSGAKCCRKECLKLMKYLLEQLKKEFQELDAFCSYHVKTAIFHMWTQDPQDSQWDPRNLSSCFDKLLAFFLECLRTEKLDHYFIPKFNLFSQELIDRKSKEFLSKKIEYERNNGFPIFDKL
# The depositor's hits bear a star; & = joins results of further samples.
SMILES,mcGAS RapidFire
COc1ccc(Cl)cc1Cn1c(C)c(C(=O)NCc2cccc(C(F)(F)F)c2)sc1=O,3
Cc1nc(COc2ccc(CNCCS(C)(=O)=O)cc2)no1,-5
CN(C(=O)CC1C(=O)NCCN1Cc1ccccc1C(F)(F)F)C1CCOCC1 (stereo not drawn),-4
CN(C(=O)c1csc(-c2ccoc2)n1)c1ccc(Cl)cn1,-4
O=C1CSC(c2ccccn2)N1c1ccc(Br)cc1 (stereo not drawn),-15
Cc1c(C(=O)NCc2ccc(C#N)cc2)sc(=O)n1Cc1ccc(C(C)C)cc1,-7
COc1cc(F)c(-c2c(-c3ccccc3)ncn2CCCO)cc1OC,-32
N#CC1C(=N)Oc2n[nH]c(-c3ccccc3)c2C12C(=O)Nc1ccc(F)cc12 (stereo not drawn),-3
O=c1[nH]c(CN2CCN(CCO)CC2)nc2ccccc12,9
CCOc1cc(/C=N\N=C(N)N)ccc1OC(=O)c1ccc(C)cc1,6
CCCCOc1ccc(C(=O)NCCn2c(C)cc3ccccc32)cc1,-7
CC(=O)NCc1ccc(-c2csc(NC(=O)C(C)S(C)(=O)=O)n2)cc1 (stereo not drawn),-2
Cc1nc(-c2ccccc2)c(C(=O)N(C)Cc2snnc2C)s1,-16
CN(Cc1nc(Cc2ccccc2Cl)no1)Cc1cccc2cnccc12,-9
CN1CCCN(CC2CC3C=CC2C3)CC1 (stereo not drawn),-3
COC(=O)C1=C(C)N(CCc2ccccc2)C(=O)C1(NC(=O)c1ccccc1)C(F)(F)F (stereo not drawn),-16
CCCc1sc(C(=O)O)cc1-c1ccncc1,-13
COC(=O)CN(c1cc(Cl)ccc1C)S(=O)(=O)c1ccc(C)cc1,1
CN(C(=O)c1cc(N2CC[C@@H](O)C2)ccn1)C1CCCCC1,-10
Cc1noc(C)c1CCC(=O)N1CCOC(CCCC(C)C)C1 (stereo not drawn),-9
Cc1cc(=O)[nH]c(SCc2nc3ccccc3[nH]2)n1,50
CCc1cc2c(=O)c(-c3nncn3-c3ccccc3)c(N)oc2cc1O,1
S=c1[nH]nc(CN2CCCC2)n1-c1ccc(Cl)cc1,13
C=CCn1c(=NC(=O)c2cccc(N3C(=O)CCC3=O)c2)sc2cc(C(=O)OC)ccc21,-7
COc1ccc(CCC(=O)Nc2cccnc2)cc1F,-7
CCNC(=O)NCC1CCN(Cc2cc3ccccc3[nH]2)CC1,-12
O=C(O)C1CN(c2ncccn2)CCN1Cc1cccnc1 (stereo not drawn),-10
CSCC(=O)N1CCCC(N2CCN(c3cccc(C(F)(F)F)c3)CC2)C1 (stereo not drawn),3
O=S(=O)(Nc1ccccc1)c1cc(Br)ccc1Br,-18
CN(C)C(=O)CNc1c(Cl)cccc1Cl,-7
C[C@@H](c1ccccc1)N1CCC1C(O)(c1ccccc1)c1ccccc1 (stereo partly drawn),-7
C1=C(CCn2ccnc2C2CCOC2)CCCC1 (stereo not drawn),10
Cc1ccc(C)c(OCC(=O)N2CC[C@@H](O)C2)c1C,-24
CN1CCC(N(Cc2cccnc2)Cc2ccc3occc3c2)CC1,-15
COCc1ccccc1NS(=O)(=O)c1cc(Cl)ccc1C,-5
COc1ccc(CNC(=O)c2sc(=O)n(Cc3cccc(F)c3)c2C)cc1OC,-7
O=C1CC(C(=O)N2CCCC(c3cc(=O)[nH]cn3)C2)C2(CCCC2)O1 (stereo not drawn),5
COc1cccc(CNC2CC2)c1OCc1nc(CO)cs1,-3
Cc1ccc(C(C)(C)NC2CCCNC2)cc1 (stereo not drawn),-9
COC(=O)C1CCN(C(=O)CCC2(Cc3ccc(SC)cc3)CCC(=O)N2)CC1 (stereo not drawn),-6
O=C(C1CCN(S(=O)(=O)c2ccc(Cl)c(C(F)(F)F)c2)CC1)N1CCCCC1,-9
O=C(CCn1c(=O)[nH]c(=O)c2ccccc21)N1CCCC2CCCCC21 (stereo not drawn),-22
Cc1ccc(C(=O)N2CCCC(N3CCN(c4ccccc4C)CC3)C2)c(C)c1 (stereo not drawn),-2
Cc1ncoc1C(=O)N1CCc2onc(-c3ccc(-c4ccccc4)cc3)c2C1,-8
COc1cc(CN2CCSCC2)ccc1OCC(O)CN1CCCCCC1 (stereo not drawn),-9
COc1ccc(C2CCCCN2C(=O)C2=CC(=O)CC(C)(C)O2)cc1 (stereo not drawn),-4
CC(=O)N1CCCc2cc(S(=O)(=O)Nc3cc(F)cc(F)c3)ccc21,-9
Cc1ccc(S(=O)(=O)N(Cc2ccc(Cl)cc2)c2ccccc2C(=O)N2CCOCC2)cc1,0
O=C(NC1CCN(S(=O)(=O)c2ccccc2F)CC1)C1CCC1,-5
Cc1noc(C)c1CSCC(=O)n1ccccc1=NC(C)C,-1
CC1C(=O)N(c2cccc(Br)c2)CCN1S(=O)(=O)c1ccccc1 (stereo not drawn),-10
CN1C(=C2C=NN(C)P2(=O)N2CCOCC2)C(C)(C)c2ccccc21 (stereo not drawn),-6
N#Cc1ncn(CC(=O)Cc2c(F)cccc2Cl)n1,-11
CC(C)Cc1n[nH]c(Cn2nc(Cc3ccccc3)c3ccccc3c2=O)n1,-3
O=C(O)CNc1cccc(C(=O)N(CCO)Cc2ccccc2)c1,7
COc1ccc(C(=O)N2CCCC3(CCc4ccccc43)C2)c(OC)n1 (stereo not drawn),-5
COc1ccc(-c2n[nH]c(=S)n2-c2ccc(C)cc2)cc1OC,-5
C=CCn1c(C)cc(C(=O)CSc2ncnc3sc(C)c(C)c23)c1C,-9
COc1ccc(C(CCN(Cc2ccc(N(C)C)cc2)C(C)=O)C2CCOC(C)(C)C2)cc1 (stereo not drawn),-1
COc1ccc(-c2csc(Cc3ccccc3)n2)cc1OC,5

# (further entries)
SMILES,mcGAS RapidFire
COc1cccc(CN2CCC(CO)(Cc3ccc(Cl)cc3)CC2)c1O,-3
CCCCn1c(=O)[nH]c(=O)c2c1ncn2Cc1ccco1,-15
Cc1nc2c(C)cccn2c(=O)c1NC(=O)c1ccccc1F,3
CCCc1oncc1C(=O)N1CCC2(CN(C)C(=O)O2)C1 (stereo not drawn),6
CCC(Nc1ccc(Oc2ccc(Cl)cn2)cc1)C(N)=O (stereo not drawn),4
COCCn1c(=O)c2c(nc3n(-c4ccccc4F)c(C)c(C)n23)n(C)c1=O,-8
O=C(c1cc(-c2ccc(O)cc2)n[nH]1)N1CCC2(CCCO2)CC1,-25
O=C(CCN1C(=O)C2CCCCC2C1=O)Nc1ccc(F)c(-c2nnc3n2CCCCC3)c1 (stereo not drawn),-16
Cc1ccc(S(=O)(=O)N2CCC(C(=O)NC(C)c3ccc4ccccc4c3)CC2)c(C)c1 (stereo not drawn),4
Cc1cc(C)n(-c2ccc(C(C)NC(=O)C3(C#N)CCCC3)cc2)n1 (stereo not drawn),-3
COc1ccc2c(c1)OCC(c1nc(CN3CCOC(C)(C)C3)no1)C2 (stereo not drawn),0
C=CCn1cnc2c1c(=O)[nH]c(=O)n2C,-5

# Shown with tabs: part of the list above
molecule	mcGAS RapidFire
CN1C(=C2C=NN(C)P2(=O)N2CCOCC2)C(C)(C)c2ccccc21 (stereo not drawn)	-6
N#Cc1ncn(CC(=O)Cc2c(F)cccc2Cl)n1	-11
CC(C)Cc1n[nH]c(Cn2nc(Cc3ccccc3)c3ccccc3c2=O)n1	-3
O=C(O)CNc1cccc(C(=O)N(CCO)Cc2ccccc2)c1	7
COc1ccc(C(=O)N2CCCC3(CCc4ccccc43)C2)c(OC)n1 (stereo not drawn)	-5
COc1ccc(-c2n[nH]c(=S)n2-c2ccc(C)cc2)cc1OC	-5
C=CCn1c(C)cc(C(=O)CSc2ncnc3sc(C)c(C)c23)c1C	-9
COc1ccc(C(CCN(Cc2ccc(N(C)C)cc2)C(C)=O)C2CCOC(C)(C)C2)cc1 (stereo not drawn)	-1
COc1ccc(-c2csc(Cc3ccccc3)n2)cc1OC	5
COc1cccc(CN2CCC(CO)(Cc3ccc(Cl)cc3)CC2)c1O	-3
CCCCn1c(=O)[nH]c(=O)c2c1ncn2Cc1ccco1	-15
Cc1nc2c(C)cccn2c(=O)c1NC(=O)c1ccccc1F	3
CCCc1oncc1C(=O)N1CCC2(CN(C)C(=O)O2)C1 (stereo not drawn)	6
CCC(Nc1ccc(Oc2ccc(Cl)cn2)cc1)C(N)=O (stereo not drawn)	4
COCCn1c(=O)c2c(nc3n(-c4ccccc4F)c(C)c(C)n23)n(C)c1=O	-8
O=C(c1cc(-c2ccc(O)cc2)n[nH]1)N1CCC2(CCCO2)CC1	-25
O=C(CCN1C(=O)C2CCCCC2C1=O)Nc1ccc(F)c(-c2nnc3n2CCCCC3)c1 (stereo not drawn)	-16
Cc1ccc(S(=O)(=O)N2CCC(C(=O)NC(C)c3ccc4ccccc4c3)CC2)c(C)c1 (stereo not drawn)	4

# Later entries
SMILES,mcGAS RapidFire
Cc1nc(CN(C)Cc2cc(-c3ccccc3)no2)co1,10
CCc1cn[nH]c1C1CCN(Cc2cc(Cn3cncn3)c(C)cc2C)CC1,-14
c1ccc(COC2CCCN(c3nc4nonc4nc3N3CCCC3)C2)nc1 (stereo not drawn),10
CCCc1cc(NC(C)C)n2c(nc3ccccc32)c1C#N,0
Cc1c(N(C)S(=O)(=O)c2ccc(Cl)c(C(=O)O)c2)c(=O)n(-c2ccccc2)n1C,12
Cc1cccc(N2CCN(c3ccc4nnc(C5CC5)n4n3)CC2)c1C,-6
CC12CC3CC(C)(C1)CC(C(=O)NCCCc1ccncc1)(C3)C2,-16
C=CCNC(=O)NC(=O)COC(=O)C=Cc1ccco1,1
CC(C)(C)OC(=O)N1CCCC(C(=O)Nc2cccc3cccnc23)C1 (stereo not drawn),-14
COC(=O)CC1C(=O)NCCN1CCOc1ccccc1Cl (stereo not drawn),-57
CCC(=O)c1ccc(OCC(=O)Nc2ccc(N3CCCC3)nc2)cc1,-7
Oc1ccc(C2=NNC(c3ccc(O)cc3)=NN2)cc1,-1
CCNC(=O)c1cc(N2CCC(c3ccc(OC)cc3)C2)ccn1 (stereo not drawn),-8
CCn1c(-c2ccncc2)nn(CN(C)Cc2ccc(C(F)(F)F)cc2)c1=S,-5
COC(=O)c1ccc2c(c1)CC(CNC(=O)Cc1ccc(OC)cc1)O2 (stereo not drawn),-2
Cc1cc(C(=O)NCc2ccc3[nH]c(-c4ccc(F)cc4)c(C)c3c2)on1,-11
Cc1nc(-c2ccccc2NC(=O)c2ccc(Br)cc2C)n[nH]1,0
Cn1c(=O)c2c(nc(CN3CCN(c4ccc(F)cc4)CC3)n2CCCO)n(C)c1=O,-15
Cc1ccc(S(=O)(=O)Nc2ccc(-c3cn4ccc(C)nc4n3)cc2)c(C)c1,-20
O=c1[nH]c2c(c(=O)[nH]1)SC1=NCCCN12,-12
Cc1ccsc1CN(C(=O)C1CNCCO1)C1CC1 (stereo not drawn),-13
N[C@@H]1c2ccccc2C2(CCN(C(=O)c3ccc(CO)o3)CC2)[C@H]1O,-7
O=C(Cc1n[nH]c(=O)c2ccccc12)NCCc1cccc(Cl)c1,2
O=C(Cn1c(=O)c2sccc2n(Cc2cc(=O)n3ccccc3n2)c1=O)NCc1ccco1,-1
Nc1c(Cl)cnn1C1CCN(Cc2ccccc2)C1 (stereo not drawn),-16
CC1(C(=O)NS(=O)(=O)c2ccc(Cl)cc2)CCN1C(=O)CC1CC1 (stereo not drawn),-6
CCN(CC)S(=O)(=O)NCc1ccnc(Oc2cc(C)cc(C)c2)c1,-8
Cc1n[nH]c(C)c1CCCCCOc1ccccc1,-1
O=C(CN1C(=O)NC2(CCOc3ccccc32)C1=O)Nc1ccccc1F (stereo not drawn),-9
Cc1cc(NC(=O)c2cc(-c3cccs3)on2)no1,13
O=C(c1ccccc1O)N1CCOC(c2ccccc2)C1 (stereo not drawn),-5
CCNC(C(=O)OCC)c1ccc(Cl)cc1 (stereo not drawn),-31
O=C(c1cc(C2CC2)on1)N1CCC2(CCCO2)CC1,-20
CCOC(=O)C1(C)CCN1C(=O)Cc1ccc(OC)cc1 (stereo not drawn),6
C=CC(C)(O)CN(Cc1c(CC)nn(-c2ccccc2)c1Oc1ccccc1)CC(C)C (stereo not drawn),-5
Cc1ccc(S(=O)(=O)NC(=O)C2(C)CCN2C(=O)c2ccc(C3CCCCC3)cc2)cc1 (stereo not drawn),-11
CCn1c(=S)sc2c(=O)[nH]c(-c3ccco3)nc21,6
COc1ccc(N(CCC(N)=O)C(=O)/C=C/c2cc(Cl)c3c(c2)OCCO3)cc1,-9
COc1ccc(-c2ccc(N)nc2)c2ccc(C)nc12,2
CCC(N)c1ccc(C)cc1C (stereo not drawn),-10
Cc1csc(=N)n1-c1ccc(Cl)cc1,-2
CCCn1nc2c(c1C)C(c1cnn(-c3ccc(OC)cc3)c1C)CC(=O)N2 (stereo not drawn),-13
Cc1ccc(F)c(Oc2cc(Cl)ncn2)c1,-4
CC(=O)Nc1ccc(SCC(=O)NCC2CCCO2)nn1 (stereo not drawn),6
NC1=NC(c2ccccc2F)n2c(nc3ccccc32)N1 (stereo not drawn),-1
O=C(Cn1ccnc1)NC1CCN(c2ccccc2Br)C1 (stereo not drawn),-11&-8
CCN(C)S(=O)(=O)Nc1cnn(-c2ccccc2Cl)c1,-10
COCCn1c(C)cc(C(=O)Cn2cnc3c2c(=O)n(C)c(=O)n3C)c1C,-7
O=C(NNC(=O)C1CCCC1)c1ccccc1O,-7
CN(C)C(=O)c1ccc(OS(=O)(=O)c2ccccc2)cc1,-18
O=C(CNC(=O)C1c2ccccc2Oc2ccccc21)NCc1ccco1,-2
CC(C)c1nccn1C(C)C(=O)N(C)Cc1cc(-c2ccccn2)no1 (stereo not drawn),-19
Brc1csc(CNCCc2ccco2)c1,10
CC(C(=O)Nc1ccc(Cl)cn1)N(C)CC(=O)Nc1c(Cl)cccc1Cl (stereo not drawn),-7
Cc1nc(SCc2coc(-c3cccc(F)c3)n2)n[nH]1,-10
Cc1[nH]c2ccc(Cl)cc2c1CCNC(=O)C1CC2(CCNCC2)CN1 (stereo not drawn),-10
O=C(O)CCC(=O)N(Cc1ccco1)C1CC(=O)N(c2ccc(Cl)cc2)C1=O (stereo not drawn),-4
NC(=O)c1c(NC(=O)c2ccc(Br)o2)sc2c1CCCCC2,-6
Cc1ccc(NC(=O)NCCC2CN(C3CCOCC3)CCO2)cc1 (stereo not drawn),-16
CCOC(=O)N1CCC(NCc2cc3cc4c(cc3n(Cc3cccc(F)c3)c2=O)OCO4)CC1,-10
O=C(c1cccc2c1OCC2)N(CCO)Cc1cccs1,-13
Cc1cc(NC(=O)c2ccc(Cl)c(N3CCNC3=O)c2)ccn1,-10

# From PubChem

# A portion of the library. The share of hits here may be higher or lower than overall.
